# AMA1 RON2 block – qHTS for Inhibitors of AMA1-RON; Towards Development of Antimalarial Drug Lead: Primary Screen; Potency, µM (highest dose often 58.2 µM), for the others: at the highest dose activity change, negative = inhibition, hits mostly inhibitors; AlphaScreen AMA1-biotinylated RON2 peptide binding; AID 720542, 2013; hit rate 0.2% among 360,000; Plasmodium falciparum AMA1 (3D7) - RON2 peptide interaction;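 note: potency is the fitted concentration of half-maximal effect; 0% = vehicle wells and -100% = peptide control; nearly all actives have a fitted effect of over 45% in size; some results filed as inactive show a strong effect at the top dose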
#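 AMA1 (3D7) with his tag at 25 nM final met compounds first, then biotinylated RON2 peptide at 25 nM; detection used donor plus acceptor beads, 10 µg/mL apiece, read by AlphaScreen after 30 min at room temperature.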
# AmpC inh no detg – qHTS Inhibitors of AmpC Beta-Lactamase (assay without detergent). Potency, µM (doses to about 57.1 µM), inactives show at the highest dose activity change, negative = inhibition, hits mostly inhibitors. AmpC nitrocefin hydrolysis, absorbance 480 nm, 0.0001% Triton. hit rate 0.52% among 330,000;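 note: potency is the fitted concentration of half-maximal effect; plate controls were no compound for no effect and no enzyme for full effect; nearly all actives have a fitted effect of over 20% in size; some results filed as inactive show a strong effect at the top dose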
# Target sequence (P00811 whole entry, looked up): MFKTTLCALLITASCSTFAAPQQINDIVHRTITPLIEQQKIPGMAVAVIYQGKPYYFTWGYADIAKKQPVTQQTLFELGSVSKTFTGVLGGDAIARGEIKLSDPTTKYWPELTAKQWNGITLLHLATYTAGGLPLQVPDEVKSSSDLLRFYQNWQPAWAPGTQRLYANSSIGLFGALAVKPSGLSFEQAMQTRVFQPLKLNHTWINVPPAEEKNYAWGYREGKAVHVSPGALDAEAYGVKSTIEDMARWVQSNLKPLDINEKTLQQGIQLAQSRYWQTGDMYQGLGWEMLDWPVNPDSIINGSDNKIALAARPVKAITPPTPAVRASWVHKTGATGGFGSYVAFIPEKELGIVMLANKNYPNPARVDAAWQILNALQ
#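 20 mM phosphate pH 7.0 + 0.01% (detergent screen) or 0.0001% Triton X-100; 5.3 nM AmpC reagent; cpd preinc 15 min RT; nitrocefin (800 uM stock) to start; A480 q20 s × 4 min; Activity was normalised to no-enzyme and no-compound control wells.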
# Cycloheximide cs – Cycloheximide Counterscreen for Small Molecule Inhibitors of Shiga Toxin | cell reporter, cycloheximide protein synthesis inhibition counterscreen | max response, % | hit rate 12% among 300,000; in the data active = max response mostly above about 13%, no sharp cut-off; inactive = mostly below about 14%; note: read at 38.3 µM for the half of the compounds with a filed dose; 0% is about no effect
# AmpC inh detg – qHTS Inhibitors of AmpC Beta-Lactamase (assay with detergent); P00811; Potency, µM (titrated, usually from 114 µM), for inactives: top-dose activity change, negative = inhibition, most hits filed as inhibitors; hit rate 0.041% among 370,000; AmpC hydrolysis of nitrocefin, absorbance 480 nm, 0.01% Triton;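 note: potency is the fitted concentration of half-maximal effect; 0% = no-compound wells and -100% = no-enzyme wells; nearly all actives have a fitted effect of over 25% in size; some results filed as inactive show a strong effect at the top dose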
#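 AmpC (5.3 nM in the dispensed reagent) in 20 mM phosphate pH 7.0 with 0.01% (detergent screen) or 0.0001% Triton X-100 was preincubated with compounds for 15 min at room temperature. Nitrocefin was then added from an 800 uM solution, and hydrolysis was followed at 480 nm.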
# Shiga inhibitor – A qHTS for Small Molecule Inhibitors of Shiga Toxin; Vero cells, Shiga toxin protein synthesis inhibition reporter; inhibition, % at 38.7 µM; hit rate 9.2% among 290,000; in the data active = inhibition mostly above about 28%, no sharp cut-off; inactive = mostly below about 43%; note: 0% is about no effect
# FBPA Giardia inh – qHTS Assay for Inhibitors of Fructose-1,6-bisphosphate Aldolase from Giardia Lamblia. purified Giardia FBPA. Potency, µM (series often up to 59.6 µM), for the others: at the top dose activity, negative = inhibition, actives largely listed as inhibitors. A8B2U2. hit rate 0.71% among 290,000; note: potency is the fitted concentration of half-maximal effect; % is set by controls: 0 for no effect and ±100 for the full control effect; nearly all actives have a fitted effect of over 55% in size
# Target sequence (A8B2U2 whole entry, looked up): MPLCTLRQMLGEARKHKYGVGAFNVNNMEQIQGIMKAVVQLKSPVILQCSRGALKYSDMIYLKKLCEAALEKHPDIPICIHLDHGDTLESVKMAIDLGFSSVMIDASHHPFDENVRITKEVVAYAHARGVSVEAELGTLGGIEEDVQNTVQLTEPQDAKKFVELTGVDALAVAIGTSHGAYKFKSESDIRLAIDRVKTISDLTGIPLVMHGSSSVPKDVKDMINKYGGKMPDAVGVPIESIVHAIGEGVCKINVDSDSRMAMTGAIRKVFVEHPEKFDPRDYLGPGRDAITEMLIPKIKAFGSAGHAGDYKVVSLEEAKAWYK
#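 Giardia FBPA (40 nM reagent) was preincubated 10 min at RT with compound (up to 57.5 uM final), then substrate plus GAPDH/TPI/NAD/arsenate coupling system with diaphorase/resazurin was added; resorufin fluorescence (525/598 nm) was read after 20 min.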
# HCMV antiviral – qHTS Assay for inhibitors of the human cytomegalovirus (HCMV); HFF cells, HCMV-luciferase reporter, 72 h; hits give low values; AID 1259415, 2018; activity change, negative = inhibition, % at 57.5 µM; hit rate 4.5% among 410,000; in the data active = activity change below about -60%; inconclusive = no clear call, values can overlap the other calls; inactive = above about -39%; note: % is set by controls: 0 for no effect and ±100 for the full control effect
#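 Two-dose cell screen: HFF monolayers treated with compounds and infected with luciferase-expressing HCMV at 1 PFU/cell, 72 h at 37C, then lysed for luciferase measurement.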
# Starred values were filed as active, the others as inactive; ? = inconclusive; nt = not tested or not shown; [ ] = another dose, or the depositor's remark. Unless noted, calls come from the whole dose curve; as a rule, active = well fitted curve in the direction sought with a large enough effect; inconclusive = small, poorly fitted or top-dose-only effect, or another doubt; inactive = no such curve, though single readings can be large; an effect the other way counts as inactive or inconclusive.
SMILES,AMA1 RON2 block,AmpC inh no detg,Cycloheximide cs,AmpC inh detg,Shiga inhibitor,FBPA Giardia inh,HCMV antiviral
CCC1CN(C(=O)NCc2ccccc2)c2ccccc2O1 (stereo not given),-1.9%,-15.4%,0.7,0.4%,-10.7,0.7%,15.4
O=C(NC1CCCC1)C(c1ccccn1)N(C(=O)c1csnn1)c1ccccc1Br (stereo not given),5.0%,-21.1%,nt,2.2%,nt,nt,8.6
Cc1cccc(C(C)n2nnc3ccccc32)c1O (stereo not given),15.0%,-27.3%,nt,-14.1%,nt,nt,7.3
CC(=O)Cc1nsc(NC(=O)c2ccccc2)n1,-11.8%,-22.7%,10.9,?,69.2,-0.5%,-64.3*
CCN1CCN(Cc2oc(CO)cc(=O)c2O)CC1,-23.3%,-9.9%,-8.5,0.1%,-19.6,-2.9%,31.1
CCOC(=O)Cc1csc(NS(=O)(=O)c2ccc([N+](=O)[O-])cc2)n1,8.3%,-32.4%,-3.2,3.0%,-16.3,-28.7%,0.1
COc1ccc(C2NC(=S)N3C(c4ccc(OC)cc4)NC(=S)N23)cc1 (stereo not given),0.0%,-22.4%,5.0,?,19.0,?,47.2
CCOC(=O)c1ccccc1NC(=O)c1c(F)c(F)c(F)c(F)c1F,9.3%,-10.2%,-3.3,-5.6%,-9.5,3.3%,-4.7
COc1ccc(NC(=O)NNC(=O)COc2ccc3cc(Br)ccc3c2)cc1,-2.5%,-19.8%,13.4,?,41.9,19.6%,nt
Cc1ccc(S(=O)(=O)NC(CC(C)C)C(=O)N2CCN(C/C=C/c3ccccc3)CC2)cc1 (stereo not given),-1.0%,208.8%[activator],nt,5.7%,nt,nt,?
Cc1cc(C)nc(NNC(=O)c2ccccc2O)n1,94.5%[activator],-11.6%,-4.0,8.9%,-2.3,?,25.7
Cc1ccccc1C(=O)NCC(c1ccco1)N1CCc2ccccc2C1 (stereo not given),1.4%,-27.2%,nt,?,nt,nt,-17.8
CN1CCC(N(C)C(=O)/C=C/c2cn(-c3ccccc3)nc2-c2cccs2)CC1,-7.6%,221.0%[activator],2.7,3.1%,-22.4,0.7%,-110.8*
COc1ccc(-c2cc(C)no2)cc1S(=O)(=O)Nc1cccc(CN2CCCC2)c1,13.6%,-5.9%,8.3,4.3%,-9.8,nt,1.2
COc1ccc(C(=O)NC(=S)NCc2cccnc2)cc1Br,19.7%,-12.8%[2.29 µM],1.2,-0.2%,-10.6,-2.8%,?
CCOc1ccc(CN2CCN(CC3=Cc4cccc(OC)c4OC3)CC2CCO)cc1 (stereo not given),-5.9%,200.7%[activator],-3.1,-6.9%,-25.7,2.1%,-33.9
CCOC(=O)N1CCN(CC(=O)N2c3ccccc3CC2C)CC1 (stereo not given),-27.0%,-3.4%,-5.9,?,-13.9,-21.3%,-7.2
N/C(=N\OC(=O)CCC1CCCC1)c1cccnc1,-4.9%,-16.8%,14.8*,-3.6%,18.6,-1.6%,-12.0
CC(=O)NC12CC3CC(C1)CC(C(=O)N1CCN(S(=O)(=O)c4cccc(F)c4)CC1)(C3)C2,-3.0%,89.0%[activator],-2.0,3.2%,-2.1,1.1%,-8.3
CC(C)(C)S(=O)(=O)c1cnc(-c2ccccn2)nc1N,84.8%[activator],-4.7%,7.7,-6.7%,24.5,?,?
COc1ccc2cc(CCNC(=O)c3cccs3)c(=O)[nH]c2c1,-2.6%,-19.1%,47.5*,-10.0%,54.3*,7.4%,164.9
O=C(c1ccco1)N1CCN(C(=O)c2ccc(COc3ccc4c(c3)CCC4)o2)CC1,-17.2%,158.6%[activator],0.6,-12.2%,-3.5,nt,-15.9
CC(=O)Nc1ccc(S(=O)(=O)N2N=NC3C2C2CC4C3(CN(C(=O)OC(C)(C)C)S4(=O)=O)O2)cc1 (stereo not given),nt,nt,3.7,nt,19.4,0.9%,nt
Cc1cc(C)c(Cc2c(C)nc3c(C(=O)NCc4ccco4)cnn3c2C)c(C)c1,-0.8%,24.0%,-1.7,?,3.3,11.9%,-98.9*
Nc1nc(COc2ccc(F)cc2)nc(N2CCCCC2)n1,-10.7%,9.8%,18.8*,-4.7%,-9.7,-1.0%,14.6
CC(=O)Nc1ccc(N2CCOCC2)c([N+](=O)[O-])c1,-5.6%,-11.6%,-8.5,2.1%,-8.6,-1.6%,-11.3
COc1ccc(NS(=O)(=O)c2cc(NC(=O)CC3CCCC3)ccc2N2CCOCC2)cc1,4.7%,61.9%[activator],5.7,7.1%,-14.1,-26.5%,-19.3
COc1ccc(S(=O)(=O)N(CC(=O)NCC2CCCO2)Cc2ccccc2)cc1 (stereo not given),4.9%,27.5%,-3.7,-13.8%,-3.3,5.0%,-24.8
Cc1cc(Cl)nc(Cl)c1C(=O)NCc1ccc(Cl)cc1,4.3%,-7.8%,-2.5,4.4%,-2.0,7.4%,-35.8
NC1=NC(=O)/C(=C\C=C\c2ccccc2)S1,14.7%,-7.1%,15.1,?,0.9,-2.5%,39.5

# Record cards (already shown).
# Cc1ccccc1C(=O)NCC(c1ccco1)N1CCc2ccccc2C1 (stereo not given) as listed: AMA1 RON2 block: 1.4%; AmpC inh no detg: -27.2%; Cycloheximide cs: nt; AmpC inh detg: ?; Shiga inhibitor: nt; FBPA Giardia inh: nt; HCMV antiviral: -17.8
# Cc1cc(C)nc(NNC(=O)c2ccccc2O)n1 as listed: AMA1 RON2 block: 94.5%[activator]; AmpC inh no detg: -11.6%; Cycloheximide cs: -4.0; AmpC inh detg: 8.9%; Shiga inhibitor: -2.3; FBPA Giardia inh: ?; HCMV antiviral: 25.7

# More entries.
SMILES,AMA1 RON2 block,AmpC inh no detg,Cycloheximide cs,AmpC inh detg,Shiga inhibitor,FBPA Giardia inh,HCMV antiviral
CCOP(=O)(OCC)C(NC(=O)c1cc([N+](=O)[O-])cc([N+](=O)[O-])c1)C(F)(F)F (stereo not given),-5.5%,-5.7%,5.8,1.5%,-11.1,-7.0%,-33.4
CCC1(CC)NC(=O)N(CC(=O)OC(C)C(=O)Nc2ccc(Cl)cn2)C1=O (stereo not given),2.7%,-1.0%,nt,?,nt,nt,-22.8
Cc1ccc(C)c(NC(=O)C(Sc2nc3ccc(C)cc3[nH]2)c2ccccc2)c1 (stereo not given),-19.7%,?,-3.3,2.5%,1.6,0.9%,-73.7*
Cc1ccc(S(=O)c2ccc(NC(=O)C3CC3)cc2C#N)cc1 (stereo not given),-2.7%,-22.1%,5.8,7.6%,1.0,9.6%,-65.7*
CCN1CCN(c2cc(C)c3cc(NC(=O)Cc4ccc(OC)c(OC)c4)ccc3n2)CC1,0.3%,61.4%[activator],-3.7,?,2.6,-1.9%,-10.8
Cc1cccc2c1-c1sc(C(=O)NCCCN3CCC(C)CC3)cc1CO2,3.2%,45.7%,2.9,-11.6%,-13.4,-1.9%,?
O=C(C1CCC1)N1CCc2cc(S(=O)(=O)NCc3cccnc3)ccc21,-17.5%,-9.2%,-1.9,-1.6%,-14.3,3.8%,-32.0
CC1CCCCC1NC(=O)Cn1c(=O)cnc2ccccc21 (stereo not given),-7.7%,-5.0%,nt,nt,nt,nt,-27.4
CCCc1nn(C)c2c(=O)[nH]c(-c3cc(S(=O)(=O)Nc4ccc(NC(C)=O)cc4)ccc3OCC)nc12,13.7%,0.2%,-2.4,4.0%,-19.1,-12.6%,-0.8
CC1=NNC(=O)C1CC(=O)N/N=C/c1ccc(C)o1 (stereo not given),6.7%,-25.3%,4.9,4.7%,27.1,-3.9%,0.4
O=C1N(Cc2ccccc2)c2ccc(Cl)cc2C12OCCO2,1.3%,11.4%,4.6,?,-4.0,-2.8%,-29.3
COc1ccccc1/C=C/C(=O)N1CCCC1,-9.1%,-12.9%,32.7*,9.6%,35.8,0.8%,39.2
CSc1ccc(Cl)c(C(=O)Nc2ccc(OCC(N)=O)cc2)c1,15.5%,-18.8%,-2.6,1.3%,-19.1,-2.8%,-9.1
Cc1[nH]n(-c2ccccc2)c(=O)c1C=Nc1cccc(F)c1,15.0%,-5.6%,9.0,-6.6%,57.1*,-8.0%,0.0
CCCc1cc(=O)n2nc(N3CCC(C(=O)NCc4ccco4)CC3)sc2n1,8.6%,-5.6%,1.5,-1.7%,26.3,nt,20.4
COc1ccc(C/C(C)=N/NC(=O)c2ccc(C)cc2C)cc1,21.0%,-13.0%,8.3,-3.6%,20.8,0.9%,-13.7
Nc1cc2c(cc1O)CCCC2,-3.9%,-57.1%,51.4*,-0.9%,136.3,?,-20.0
Cc1ccsc1/C=C(\CC(=O)O)c1nc2ccccc2o1,7.2%,-13.7%,22.0*,-0.6%,50.8*,nt,17.7
CC1(c2ccccc2)NC(=O)N(CC(=O)N2CCN(S(=O)(=O)c3cccc([N+](=O)[O-])c3)CC2)C1=O (stereo not given),0.0%,31.8%,nt,-9.0%,nt,nt,8.3
Cc1ccc(C)c2[nH]c(=O)c(CCNC(=O)c3ccc(S(=O)(=O)N4CCOCC4)cc3)cc12,0.0%,220.6%[activator],3.0,9.6%,-6.0,-2.1%,7.4
COc1ccc(S(=O)(=O)N2CCN(C(=O)c3ccco3)CC2)cc1OC,-11.7%,1.3%,-3.0,0.9%,-14.7,10.0%,16.5
COc1ccccc1N1CCN(S(C)(=O)=O)CC1,6.0%,-3.0%,11.8,-2.3%,12.0,6.9%,29.5
OCCC1CN(Cc2cccn2-c2nccs2)CCN1Cc1ccc(F)c(F)c1 (stereo not given),-9.9%,62.6%[activator],-4.0,12.2%,-4.1,-3.0%,5.1
CCOC(=O)c1oc2cccc(OC(C)=O)c2c1C,-26.3%,-10.3%,39.4*,?,68.0*,11.3%,32.4
O=C(COC(=O)/C=C/c1cccc(Cl)c1)NCCc1ccccc1,6.2%,-20.8%,-1.9,?,-3.8,3.4%,?
O=C(CSc1nnc(NC(=O)C2CC(=O)N(c3ccccc3)C2)s1)NC1CCCC1 (stereo not given),11.7%,-27.4%,-4.7,2.6%,-10.7,-3.5%,-5.8
CCCOc1ccc(OC(=O)Cc2ccc(OC)c(S(=O)(=O)N3CCOCC3)c2)cc1,-8.9%,142.6%[activator],nt,-7.4%,nt,nt,-17.1
c1ccc(SSc2ccccc2)cc1,28.2%,-27.2%,-1.1,-8.4%,-11.9,?,-5.3
COC(=O)Cn1cnc2c(cnn2-c2ccccc2)c1=O,31.6%[activator],-12.3%,15.7*,2.3%,22.3,5.6%,-11.8
C=C(C)C(=O)OCCOC(=O)C(=C)C,nt,nt,0.6,nt,9.9,2.6%,nt

# From PubChem BioAssay
